OXTR ag: human OXTR agonism; P30559; CHO-OTR cells, Fluo-8 calcium fluorescence; normalized: DMSO 0%, oxytocin 100%; activation, % at 3 µM; 320,000 compounds, 0.32% hits;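 active means activation above the mean of all tested compounds plus 3 SD, cutoff set per screening run, cut at about 20% in these data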;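 further: peak over basal fluorescence ratio from a 100 s FLIPR kinetic read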
V1aR counter: activates human V1a receptor in oxytocin agonist counter-screen; CHO-V1R cells, Fluo-8 calcium fluorescence, agonist mode; 0% DMSO, 100% 3 nM vasopressin; 320,000 compounds, 0.25% hits; activation, % at 3 µM;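 active means activation above the mean activation of all tested compounds plus 3 SD, per screening run, cut at about 20% in these data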;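 further: signal is peak over basal fluorescence ratio across a 100 second FLIPR read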
TAAR1 antag: human TAAR1 antagonism | inhibition, % at 3 µM | CHO RD-HGA16 TAAR1, Fluo-8 calcium fluorescence, antagonist | AID 624466 | 360,000 compounds, 1.5% hits | Q96RJ0;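 active means inhibition above a per-plate cutoff, the mean inhibition of test compounds on that plate plus 3 SD, cut at about 49% in these data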;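 further: 0% = DMSO plus EC80 beta-PEA response and 100% = DMSO alone without agonist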
Target sequence (Q96RJ0 whole entry, looked up): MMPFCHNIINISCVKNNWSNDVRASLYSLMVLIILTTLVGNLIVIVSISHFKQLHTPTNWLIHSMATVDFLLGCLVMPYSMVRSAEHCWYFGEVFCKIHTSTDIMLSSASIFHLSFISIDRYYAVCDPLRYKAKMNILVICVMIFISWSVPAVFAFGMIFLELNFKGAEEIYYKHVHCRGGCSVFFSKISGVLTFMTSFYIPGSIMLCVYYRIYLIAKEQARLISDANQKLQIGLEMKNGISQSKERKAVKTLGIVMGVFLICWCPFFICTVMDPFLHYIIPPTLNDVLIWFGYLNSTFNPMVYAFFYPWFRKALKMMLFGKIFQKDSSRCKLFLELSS
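Test system: CHO RD-HGA16 cells bearing hTAAR1 | Reagent: β-PEA, EC80 | Compound dosing: 3 µM, single point | Schedule: Dye loading 75 min at 37 °C, then 30 min room temperature | Signal: Calcium fluorescence with Fluo-8 | Evaluation: Percent inhibition of PEA-evoked calcium signal, max/basal emission ratio | Control set: DMSO-only wells and EC80 β-PEA-stimulated wells | Repeats: Singlicate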
CHRM1 antagonist: blocks human M1 muscarinic receptor. CHO-K1 hM1, Fluo-8 calcium fluorescence, ACh EC80 antagonist. 360,000 compounds, 1.3% hits. P11229. AID 588852. inhibition, % at 3 µM;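 active means percent inhibition above its own plate's cutoff, namely the mean of that plate's compound wells plus 3 SD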;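 further: peak over basal fluorescence ratio during 140 s after agonist addition; 0% = ACh EC80 plus DMSO and 100% = DMSO alone without agonist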
Target sequence (P11229 whole entry, looked up): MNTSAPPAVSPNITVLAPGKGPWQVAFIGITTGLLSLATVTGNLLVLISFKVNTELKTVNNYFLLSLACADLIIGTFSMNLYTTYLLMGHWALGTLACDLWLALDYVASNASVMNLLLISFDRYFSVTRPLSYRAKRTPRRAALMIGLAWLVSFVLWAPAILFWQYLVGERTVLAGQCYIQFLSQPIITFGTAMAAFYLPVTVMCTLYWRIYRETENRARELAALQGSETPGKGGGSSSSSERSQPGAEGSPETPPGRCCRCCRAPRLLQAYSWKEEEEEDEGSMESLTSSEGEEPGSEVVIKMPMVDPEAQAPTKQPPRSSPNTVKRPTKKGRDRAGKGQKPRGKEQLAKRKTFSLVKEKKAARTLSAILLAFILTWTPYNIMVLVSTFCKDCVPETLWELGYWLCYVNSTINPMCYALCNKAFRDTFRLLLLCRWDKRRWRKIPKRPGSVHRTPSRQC
CHRM1 agonist: activates human CHRM1 receptor | P11229 | CHO-K1 hM1, Fluo-8 calcium fluorescence, agonist mode; 0% DMSO, 100% acetylcholine EC100 | activation, % at 3 µM | 360,000 compounds, 0.33% hits | AID 588814;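 active means activation above the run's mean compound activation plus 3 SD, cut at about 16% in these data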;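 further: peak over basal fluorescence ratio within a 140 s kinetic read after compound addition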
CHO parental Ca: counter-screen: ATP calcium response change in parental CHO cells | parental CHO-K1, ATP-induced calcium, Fluo-8 fluorescence | inhibition, % at 5.6 µM | 330,000 compounds, 0.63% hits | AID 463079;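 active means inhibition above that plate's mean sample inhibition plus 3 SD, cut at about 26% in these data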;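 further: 0% = ATP-challenged DMSO wells and 100% = DMSO wells without ATP; some compounds past the cut are filed as inactive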
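Assay system – parental CHO cells · Reagent – ATP stimulus · Detection – intracellular calcium via Fluo-8 no-wash fluorescent dye · Evaluation – percent inhibition of ATP-evoked calcium rise, normalized to controls · Controls – ATP wells versus no-ATP DMSO wells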
OXTR potentiator: potentiates the human oxytocin receptor response; P30559; CHO-OTR cells, Fluo-8 calcium fluorescence, potentiator mode; 0% = oxytocin EC15, 100% = EC100; activation, % at 3 µM; 320,000 compounds, 0.061% hits;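 active means activation above that plate's cutoff, the mean activation of tested compounds plus 3 SD, cut at about 6.6% in these data, passing the limit was not always enough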;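 further: 100% uses oxytocin at 75 nM as the full agonist control; some results filed as inactive read as strong as hits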
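assay system = CHO-OTR cells, human receptor | schedule = compound 6 min at room temperature before oxytocin, 100 s read | detection = Fluo-8 intracellular calcium fluorescence, ex 470-495, em 515-575 nm | evaluation = normalized max/min fluorescence ratio, % activation | control set = EC15 oxytocin alone as 0%, 75 nM oxytocin (EC100) as 100%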
TAAR1 ag: agonists of human TAAR1 | Q96RJ0 | CHO RD-HGA16 TAAR1, Fluo-8 calcium fluorescence; vehicle wells 0%, saturating PEA agonist 100% | activation, % at 3 µM | 360,000 compounds, 0.99% hits | AID 624467;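 active means activation above the mean activation of all test compounds in the run plus 3 SD, cut at about 38% in these data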
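Test system: RD-HGA16 (CHO) cells co-expressing Gα16 and hTAAR1 / Benchmarks: DMSO vehicle as 0%, PEA at EC100 as 100% / Repeats: no replicates (n 1) / Measure: % activation from peak over basal fluorescence ratio, DMSO-to-PEA scaled / Timing: 17-24 h plating, Fluo-8 75 min 37 °C, 30 min RT / Technique: kinetic Fluo-8 calcium fluorescence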
CHRM1 PAM: positive allosteric modulators of human M1 muscarinic receptor | CHO-K1 hM1, Fluo-8 calcium fluorescence, ACh EC20; 0% = ACh EC20, 100% = maximal ACh | activation, % at 3 µM | AID 588819 | P11229 | 360,000 compounds, 0.088% hits; in the data active means activation above about 19%, passing the limit was not always enough
* hit, by the source's call; nt = not tested or not shown. Outcome played no part in choosing rows; overall some 3.7% were active at least once.

SMILES	OXTR ag	V1aR counter	TAAR1 antag	CHRM1 antagonist	CHRM1 agonist	CHO parental Ca	OXTR potentiator	TAAR1 ag	CHRM1 PAM
O=c1c2ccccc2nc2n1C(CSCc1cccc(C(F)(F)F)c1)CS2 (configuration not stated)	6.9	10	29	-7	2	40*	-20	10	-4
O=C(O)CC(C(=O)OC1CCCCC1)N1CCOCC1 (configuration not stated)	0.3	1.2	nt	7	-2	-4	5	nt	-4
COc1ccc(-c2cn(-c3ccc(C)cc3C)c(=S)[nH]2)cc1OC	-0.8	-0.4	-3	-3	-4	-17	-2	2	9
COc1ccc(CCNC(=O)/C(C#N)=C2\N=C(NC(=O)c3cccs3)c3ccccc32)cc1	0.3	2.7	5	-18	1	-13	-10	10	5
COc1ccc(C(=O)/C=C/c2cc(C(=O)O)cc3c2OCOC3)c(O)c1	0.3	0.2	-21	-17	2	-7	-13	0	5
COC(=O)CN(c1ccc(C)cc1)S(=O)(=O)c1ccc(F)cc1	-2.9	-0.5	-12	-1	-8	-20	-10	3	5
COc1ccc(-c2cc(=O)oc3cc(OCC(=O)N4CCOCC4)ccc23)cc1	1.6	1.2	9	-10	1	1	5	1	11
CC(=O)N1CCC2(CC1)C/C(=N\NC(=S)Nc1ccc(C)cc1)c1cc(O)ccc1O2	0.8	-0.6	3	2	-4	-16	3	1	1
Cc1ccc(C(CC(=O)O)NC(=O)CN2C(=O)c3ccccc3C2=O)cc1 (configuration not stated)	0.9	0.4	-1	-8	-4	1	-6	-1	15
Cc1noc(C)c1CSc1ccccc1C(=O)OC(C)C(N)=O (configuration not stated)	0.0	0.0	-6	18	-4	-15	1	10	-10
COc1ccccc1Nc1c([N+](=O)[O-])cc(C)cc1[N+](=O)[O-]	-1.9	-1.6	1	-13	-10	-24	-13	-1	9
Cc1cccc(CS(=O)(=O)Cc2ccc(C(=O)NCc3ccccc3)o2)c1	4.3	3.8	11	-13	0	-8	-11	1	6
COc1cc2cc(C(c3nnnn3C3CCCC3)N3CCCCCC3)c(=O)[nH]c2cc1OC (configuration not stated)	-0.3	0.1	11	10	-7	-22	-9	16	-9
O=C(O)c1ccc(-n2c(O)c(C=C3N=c4ccccc4=N3)sc2=S)cc1	2.0	0.7	4	-3	-2	-4	-2	1	6
CS(=O)(=O)c1nc(S(=O)(=O)c2ccc(Cl)cc2)c(N2CCC(C(N)=O)CC2)s1	1.0	13	-20	-8	0	-6	-2	1	10
Cc1cc(-c2nc(C)c(C(=O)NNS(=O)(=O)c3ccc(Cl)cc3Cl)s2)no1	-2.2	-0.3	-16	-8	-6	-12	1	-2	5
CCOC(=O)c1ccccc1NC(=S)N1CCCCC1	-2.2	-2.0	-1	0	-6	-20	0	-2	1
CCc1ccc(NC(=O)NCc2ccc3c(c2)OCO3)cc1	-1.0	-1.0	-12	-9	-4	-1	3	2	3
C/C(CC(=O)Nc1ccc(C)c(Cl)c1)=N\NC(=O)c1ccncc1	nt	nt	7	0	-4	nt	nt	2	4
O=C(CSc1nnc(-c2ccc(OC(F)F)cc2)o1)N1CCOCC1	2.4	2.9	0	2	-5	0	-10	6	-3
Cc1cccc(C(=O)OCC(=O)N2CCCCCC2)c1	0.0	0.4	1	-7	-4	-7	0	12	5
CCOc1ccc2[nH]cc(-c3csc(N)n3)c2c1	nt	nt	-6	3	-3	nt	nt	3	0
Cc1cc(C)cc(NC(=S)N(CCN(C)C)C(C)c2cccnc2)c1 (configuration not stated)	0.5	0.9	-13	5	0	1	-12	3	1
CC(C)(C)OC(=O)NCCCCCNC(=O)c1ncn(Cc2ccccc2)c1C(=O)NCCCCCNC(=O)OC(C)(C)C	4.8	4.6	41	-5	-5	-10	-7	2	8
Cc1ccccc1NC(=O)Cc1nc(COC(=O)c2nccnc2N)cs1	nt	nt	-1	-6	-2	nt	nt	4	1
Following part
SMILES	OXTR ag	V1aR counter	TAAR1 antag	CHRM1 antagonist	CHRM1 agonist	CHO parental Ca	OXTR potentiator	TAAR1 ag	CHRM1 PAM
CCOc1ccc(NC(=O)c2cccc(NC(=O)c3ccccc3)c2)cc1	1.1	50*	30	-1	-5	25	-18	25	-1
O=C(NC1CCCCC1)N1CCC(n2cnc3ccccc32)CC1	0.6	-0.3	8	-3	1	-8	-17	2	3
COc1cccc(CCNC(=O)c2cc(COc3cccc(OC)c3)on2)c1	nt	nt	8	-15	-3	nt	nt	13	3
O=C(NC1CCCC1)C(c1ccc(F)cc1)N(C(=O)c1csnn1)c1ccccc1 (configuration not stated)	-0.9	0.1	-2	-9	-10	-30	-3	-2	8
COc1cccc(Nc2nc(CN)cs2)n1	nt	nt	-12	-9	-3	nt	nt	28	5
O=C(O)C1CCN(S(=O)(=O)c2ccc3c(c2)OCCCO3)CC1	0.0	-0.3	8	-13	-4	-17	-4	0	9
CC1(C(=O)NS(=O)(=O)c2ccc(Br)cc2)CCN1C(=O)C1CCCCC1 (configuration not stated)	nt	nt	12	-7	-3	nt	nt	2	7
COC(=O)c1c(NC(=O)c2cccnc2Cl)sc(C(=O)N(C)C)c1C	0.0	0.3	-7	-3	-3	-6	-4	2	1
C[C@@H]1C(=O)O[C@@H]2CC34[C@H]5C[C@@H](C(C)(C)C)C36[C@H](OC(=O)[C@@H]6O)OC4(C(=O)O5)[C@@]12O (some centres not stated)	0.5	0.0	-2	-8	-2	0	-2	7	8
CCC(=O)Nc1nnc(-c2ccc(Cl)s2)o1	-0.5	-0.1	-9	-1	-3	-6	-1	6	-2
COc1ccc(CCN(C)C(=O)CCNS(=O)(=O)c2ccccc2C(F)(F)F)cc1OC	1.6	0.9	-11	-3	-2	-7	0	5	0
Cc1nn(-c2ccccc2)c(N2CCCCC2)c1/C=N/NC(=O)c1ccncc1	-1.3	-0.4	3	-7	-7	-15	-9	8	2
CC(C)(Oc1ccc(Cl)cc1)C(=O)OCC(=O)NCCc1ccccc1	-2.7	0.0	5	-6	-5	-12	-6	-2	5
Cc1ccc(Cl)cc1NC(=O)CN1CCN(S(=O)(=O)N2CCOCC2)CC1	3.9	8.0	17	-8	0	-11	-9	1	6
CC(C)CCc1noc(CN2CCN(CC(=O)NC(C)C)CC2)n1	1.5	1.3	-10	-14	0	2	-1	1	12
CN(CCC(=O)Nc1ccc(Br)cc1)Cc1ccccc1	6.3	2.9	nt	-3	-4	-27	-8	nt	-3
COc1ccc(N2CC(C(=O)OCC(=O)Nc3cccc(C)c3)CC2=O)cc1 (configuration not stated)	0.7	0.2	-6	1	-5	-8	-6	3	2
Cc1ccc2[nH]c3c(c2c1)CN(C(=O)CN1CCN(Cc2ccc4c(c2)OCO4)CC1)CC3	12	12	1	-3	-5	16	-20	21	-9
O=C(OCc1nnc(-c2cccs2)o1)C1=NN(c2ccccc2)C(=O)CC1	0.3	0.1	-7	0	-3	-12	-5	0	0
COc1ccc(C(=O)N2CCc3cc(OC)c(OC)cc3C2c2ccc(OC)c(OC)c2)cc1OC (configuration not stated)	nt	nt	-8	-4	0	nt	nt	13	3
Cc1cccc(C)c1OCC(=O)Nc1ccc(NC(=O)c2ccco2)cc1	0.7	1.6	35	5	-2	-18	-11	9	-2
COc1ccccc1N=Cc1c(O)c2ccccc2oc1=O	-0.6	2.4	-17	-8	-5	-18	-2	2	5
CC(=O)N1C[C@H]2CON(C)[C@H]2C[C@H]1c1ccc(-c2ccc(C#N)cc2)cc1	nt	nt	0	1	-1	nt	nt	5	-3
Cc1cccc(NC(=O)C(c2cccc([N+](=O)[O-])c2)N2CCCCC2)c1 (configuration not stated)	-1.9	-1.5	-8	0	-5	-26	-3	5	0
O=C(OCCC1Oc2cccnc2NC1=O)c1ccc([N+](=O)[O-])cc1 (configuration not stated)	0.8	0.5	-16	nt	nt	-6	-6	1	nt

One compound at a time (already shown).
Listed for COc1cccc(CCNC(=O)c2cc(COc3cccc(OC)c3)on2)c1 : OXTR ag = nt; V1aR counter = nt; TAAR1 antag = 8; CHRM1 antagonist = -15; CHRM1 agonist = -3; CHO parental Ca = nt; OXTR potentiator = nt; TAAR1 ag = 13; CHRM1 PAM = 3
Listed for CC1(C(=O)NS(=O)(=O)c2ccc(Br)cc2)CCN1C(=O)C1CCCCC1 (configuration not stated) : OXTR ag = nt; V1aR counter = nt; TAAR1 antag = 12; CHRM1 antagonist = -7; CHRM1 agonist = -3; CHO parental Ca = nt; OXTR potentiator = nt; TAAR1 ag = 2; CHRM1 PAM = 7

New compounds follow.
SMILES	OXTR ag	V1aR counter	TAAR1 antag	CHRM1 antagonist	CHRM1 agonist	CHO parental Ca	OXTR potentiator	TAAR1 ag	CHRM1 PAM
Cc1cc(C)c2cc(C#N)c(N3CCCN(S(=O)(=O)c4ccccc4)CC3)nc2c1	-0.1	0.4	nt	nt	nt	-17	0	nt	nt
CC1CCN(S(=O)(=O)c2cccc(C(=O)N(Cc3ccccc3)c3ccccn3)c2)CC1	-1.5	2.1	-3	8	-1	-12	-8	6	1
CCN(C(=O)COC(=O)c1ccccc1Cc1ccccc1)c1c(N)n(Cc2ccccc2)c(=O)[nH]c1=O	nt	nt	-15	1	0	nt	nt	10	8
Cc1cc(C)cc(NC(=O)c2cccnc2)c1	nt	nt	11	-20	0	nt	nt	0	25
CC1CCCC(NC(=O)CSc2nnc(C(F)(F)F)n2C)C1C (configuration not stated)	-0.4	0.0	0	-12	0	-12	-3	4	6
CC(=O)NC(Cc1ccccc1)C(=O)OCC(=O)c1ccc(F)cc1 (configuration not stated)	-0.7	-0.3	-17	-15	-8	4	-17	2	14
CC(C)CCn1c(Sc2nc3ccccc3s2)nc2c1c(=O)[nH]c(=O)n2C	-2.4	0.1	-17	-7	-4	-40	-3	8	5
CCc1cccc(OCC2Cn3c(nc4c3c(=O)n(C)c(=O)n4C)O2)c1 (configuration not stated)	2.8	7.8	-6	-12	2	-16	-14	1	7
O=C(O)C[C@H]1c2cc(F)ccc2S(=O)(=O)N1C1CCN(Cc2ccccc2)CC1	1.1	0.5	-10	20	-4	1	6	1	-11
O=C(NCCS(=O)(=O)N1CCN(C(=O)c2ccco2)CC1)c1ccccc1	nt	nt	-26	-13	-3	nt	nt	2	6
COc1cccc2sc(N(CCCN(C)C)C(=O)CCS(=O)(=O)c3ccccc3)nc12	3.8	2.3	-18	-4	-4	-28	-5	4	5
NC(=O)c1ccc(-n2nnnc2SCC(=O)Nc2ccccc2)cc1	-0.4	-0.6	-7	-16	-1	3	-4	3	10
CN(C)CCN=Cc1c(O)n(-c2ccc(S(=O)(=O)N3CCOCC3)cc2)c(=O)c2ccccc12	nt	nt	14	-4	-1	nt	nt	2	8

From PubChem
